DAGLB inh – DAGLB lipase inhibitors, primary screen, biochemical, fluorescence, HTS; Diacylglycerol lipase-beta (Homo sapiens), Q8NCG7; HEK293T DAGLB membrane lysate, EnzChek fluorogenic substrate; inhibition, % at 5.17 µM; actives 0.059% (n = 340,000); in the data active = inhibition above about 34%;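 also: 0% = enzyme with vehicle and 100% = wells lacking enzyme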
Target sequence (Q8NCG7 whole entry, looked up): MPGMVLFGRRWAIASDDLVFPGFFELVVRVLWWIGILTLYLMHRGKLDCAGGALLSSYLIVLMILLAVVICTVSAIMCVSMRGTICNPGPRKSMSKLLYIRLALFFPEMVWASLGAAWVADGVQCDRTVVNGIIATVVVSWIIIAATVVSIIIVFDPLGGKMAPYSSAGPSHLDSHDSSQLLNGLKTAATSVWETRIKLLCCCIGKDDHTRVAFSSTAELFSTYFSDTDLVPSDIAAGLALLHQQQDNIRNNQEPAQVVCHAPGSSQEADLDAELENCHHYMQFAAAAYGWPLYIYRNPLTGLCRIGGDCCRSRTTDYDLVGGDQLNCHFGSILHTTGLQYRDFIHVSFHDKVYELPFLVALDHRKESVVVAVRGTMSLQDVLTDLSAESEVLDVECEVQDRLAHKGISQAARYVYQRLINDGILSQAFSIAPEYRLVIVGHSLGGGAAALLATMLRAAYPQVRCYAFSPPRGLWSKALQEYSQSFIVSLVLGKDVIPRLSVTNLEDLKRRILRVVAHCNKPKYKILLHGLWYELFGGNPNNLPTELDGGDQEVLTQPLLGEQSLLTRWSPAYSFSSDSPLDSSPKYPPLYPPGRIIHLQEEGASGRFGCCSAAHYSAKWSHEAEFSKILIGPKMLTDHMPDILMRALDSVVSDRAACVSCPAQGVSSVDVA
AddAB inh – growth inhibition of E. coli expressing H. pylori AddAB, primary screen, AddAB inhibitor project, absorbance; inhibition, % at 11.9 µM; actives 0.29% (n = 330,000); AID 435030, 2010; in the data active = inhibition above about 12%;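 also: 0% = vehicle wells of infected cells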
Wnt bcat act – Wnt/beta-catenin pathway activators, primary screen, cell-based, plate reader, single point | actives 1.2% (n = 300,000) | activation, % at 9.35 µM | AID 743398, 2014 | Wnt/beta-catenin reporter cell assay, activator; in the data active = activation above about 30%, passing the limit was not always enough;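 also: 0% = neutral control wells and 100% = positive control wells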
phage Ecoli inh – growth loss of phage-infected E. coli, primary screen, RecBCD inhibitor project, absorbance, with phage, HTS. inhibition, % at 11.9 µM. actives 0.26% (n = 360,000). AID 651602, 2012; in the data active = inhibition above about 11%
Ecoli viability – E. coli V3065 growth inhibition, primary screen, counter-screen for AddAB inhibitor project, absorbance, OD600; 18 h; inhibition, % at 11.9 µM; actives 0.27% (n = 330,000);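 active = inhibition above the campaign's mean inhibition across all tested compounds plus 3 SD, cut at about 9.9% in these data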;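 also: uninfected addAB+ strain grown without phage in ampicillin broth; 0% = DMSO wells and 100% = ciprofloxacin 0.95 µg/ml wells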
* = called active by the depositor; x = not tested or not shown.

The opening 2 records, to show the layout:
#1 O=C(NC1CCCCC1)c1ccc(S(=O)(=O)c2ccccc2Cl)c([N+](=O)[O-])c1
#2 O=C1C=CC[C@H](/C=C/C[C@@H](O)C[C@H](O)CCc2ccccc2)O1

Compound	1	2
DAGLB inh	x	x
AddAB inh	-0.5	2.4
Wnt bcat act	x	x
phage Ecoli inh	x	x
Ecoli viability	-0.4	0.3

Main list, from the start:
#1 O=C(NC1CCCCC1)c1ccc(S(=O)(=O)c2ccccc2Cl)c([N+](=O)[O-])c1
#2 O=C1C=CC[C@H](/C=C/C[C@@H](O)C[C@H](O)CCc2ccccc2)O1
#3 COc1cc2nc(N(C)CCCNC(=O)C3CCCO3)nc(N)c2cc1OC (stereo unspecified)
#4 Cc1ccc(S(=O)(=O)N(C)S(=O)(=O)c2ccc(C#N)cc2)cc1
#5 c1ccc(CSc2nnc3c4ccccc4c4ccccc4c3n2)cc1
#6 CNC(=O)c1c(NC(=O)c2cc(-c3cc(C)c(C)cc3O)n[nH]2)sc2c1CCCC2

Compound	1	2	3	4	5	6
DAGLB inh	x	x	x	x	x	x
AddAB inh	-0.5	2.4	-1.8	3.4	-1.4	1.6
Wnt bcat act	x	x	x	x	x	x
phage Ecoli inh	x	x	x	x	x	x
Ecoli viability	-0.4	0.3	0.4	-0.6	0.2	1.4

#7 CC1(O)C(=O)C=C2C=C(c3ccsc3)OC=C2C1=O (stereo unspecified)
#8 N#CC1=C(N)SC(N)=C(C#N)C1c1ccc(C(F)(F)F)cc1
#9 CCOc1ccccc1-n1c(SCC(=O)Nc2ccc(CC)cc2)nc2n[nH]c(C)c2c1=N
#10 COCCN1C=C(C(=O)OC)C(c2cc3c(cc2Br)OCO3)C(C(=O)OC)=C1
#11 O=C(NC(=S)Nc1ccc2c(c1)C(=O)c1ccccc1C2=O)c1ccc(F)cc1
#12 CO[C@H]1C=CO[C@@]2(C)Oc3c(C)c(O)c4c(O)c(c5c(c4c3C2=O)NC2(CCN(CC(C)C)CC2)N=5)=NC(=O)C(C)=CC=C[C@H](C)[C@H](O)[C@@H](C)[C@@H](O)[C@@H](C)[C@H](OC(C)=O)[C@@H]1C

Compound	7	8	9	10	11	12
DAGLB inh	x	x	x	x	x	x
AddAB inh	3.6	0.6	-3.2	0.2	0.7	100.5*
Wnt bcat act	x	x	x	x	x	x
phage Ecoli inh	x	x	x	x	x	x
Ecoli viability	0.1	-2.6	-0.8	1.6	3.0	101.7*

#13 CCc1cccc(NC(=O)CSc2nc3c(c(=O)[nH]2)CCCC3)c1
#14 CCOC(=O)CSc1nc2ccc(N3CCOCC3)cc2c(=O)n1Cc1ccc2c(c1)OCO2
#15 Brc1ccc(-c2nnc(-c3cccnc3)c3conc23)cc1
#16 CCS(=O)(=O)C1=NN2C(=N)/C(=C\c3ccc(OC(=O)c4ccco4)c(Br)c3)C(=O)N=C2S1
#17 CC(C)(C)c1ccc(/C=N/NC(=S)Nc2cccnc2)cc1
#18 Cc1cc(C)c(C)c(S(=O)(=O)NCc2ccco2)c1C

Compound	13	14	15	16	17	18
DAGLB inh	x	x	x	x	x	x
AddAB inh	1.6	3.1	0.6	-0.6	-0.4	0.0
Wnt bcat act	x	x	x	x	x	x
phage Ecoli inh	x	x	x	x	x	x
Ecoli viability	1.4	-0.1	0.6	-1.3	1.4	0.9

#19 CCOC(=O)c1cc(OC(=O)c2cccnc2)n(-c2ccccc2)n1
#20 O=C1Nc2ccccc2N2CCCC12 (stereo unspecified)
#21 C#CCOCCOCCOCCNc1nc(N2CCN(C(=O)[C@H](Cc3ccc(O)cc3)n3cc([C@@H](N)C(C)CC)nn3)CC2)nc(N2CCN(C(=O)[C@H](CCCCN)n3cc([C@@H](N)CC(C)C)nn3)CC2)n1 (stereo partly specified)
#22 CN(C)c1ccc(CNc2nc3ccccc3s2)cc1
#23 CCOC(=O)c1[nH]c2ccc(F)cc2c1NC(=O)CN1CCc2cc(OC)c(OC)cc2C1
#24 COc1ccc(-c2cnnc(N/N=C/C(C)=C/c3ccccc3)n2)cc1

Compound	19	20	21	22	23	24
DAGLB inh	x	x	x	x	x	x
AddAB inh	2.1	-0.2	0.9	1.6	-3.2	-0.5
Wnt bcat act	x	x	x	x	x	x
phage Ecoli inh	x	x	x	x	x	x
Ecoli viability	1.2	-1.4	-1.2	-1.0	-1.1	-1.7

#25 COCOc1cc(O)c(C(=O)/C=C/c2ccc(OCOC)c(OCOC)c2)c(OCOC)c1
#26 CCC(=O)N1CCc2cc(Br)cc(S(=O)(=O)Nc3c(C)n(C)n(-c4ccccc4)c3=O)c21
#27 FC(F)Oc1ccc(/C=N/N2CCCCC2)c(OC(F)F)c1
#28 COC(=O)Sc1nnc(-c2ccc(Br)cc2)o1
#29 Cc1ccc(O)c(C(=O)c2cnn(C(=O)COc3ccccc3C#N)c2)c1
#30 COc1ccc2c(c1)C=Cc1ccccc1O2

Compound	25	26	27	28	29	30
DAGLB inh	x	x	x	x	x	x
AddAB inh	1.9	2.5	1.9	-0.1	0.4	-1.0
Wnt bcat act	x	x	x	x	x	x
phage Ecoli inh	x	x	x	x	x	x
Ecoli viability	-2.5	-1.2	-0.5	0.0	-2.3	-2.2

#31 CC(=O)NC[C@H]1CN(c2ccc(N3CCOCC3)c(F)c2)C(=O)O1
#32 CC(=O)OCC1O[C@@H](O[C@@H]2C[C@H]3C(C)(C)[C@H](OC(C)=O)CC[C@]3(C)[C@H]3CC[C@]45C[C@]4(CC[C@H]5[C@@H](C)C[C@@H](O)[C@H](O)C(C)(C)O)[C@@]32C)[C@H](O)[C@@H](O)[C@@H]1O (stereo partly specified)
#33 O=C(Nc1ccccc1)O[C@@H]1C[C@H]2CCC(=O)N3CC[C@@H](C1)[C@@H]23
#34 CCCCNS(=O)(=O)c1ccc2nc(-c3cccnc3)cc(C(=O)NCCCN(CC)CC)c2c1
#35 CCOc1ccccc1C(=O)Nc1ccc2nc(N3CCN(c4ncccn4)CC3)cc(C)c2c1
#36 Cc1c(Cl)cccc1Nc1ncccc1C(=O)OCC(O)CO (stereo unspecified)

Compound	31	32	33	34	35	36
DAGLB inh	x	x	x	x	x	x
AddAB inh	1.9	3.5	1.5	-3.5	0.4	-3.1
Wnt bcat act	x	x	x	x	x	x
phage Ecoli inh	x	x	x	x	x	x
Ecoli viability	0.1	-2.2	-2.6	-1.3	-1.9	0.2

#37 CCCOc1ncnc2c1[nH]c1ccc(C)cc12
#38 COc1ccc(-n2c(=S)[nH]c3sc4c(c3c2=O)CCc2ccccc2-4)cc1
#39 O=S(=O)(c1ccc2c(c1)OCCO2)N1CCN(c2nc(-c3cccnc3)nc3ccccc23)CC1
#40 Cc1ccc(S(=O)(=O)N2CCN(C3CCC(c4ccccc4)CC3)CC2)cc1 (stereo unspecified)
#41 CCN(CC)CCOC(=O)c1ccc(NC(=S)NC(=O)/C=C/c2ccco2)cc1
#42 CCOC(=O)Cn1c(=O)c2c(nc(Br)n2Cc2ccc(Cl)cc2)n(C)c1=O

Compound	37	38	39	40	41	42
DAGLB inh	x	x	x	x	x	x
AddAB inh	2.8	1.0	-0.4	-2.1	6.5	2.4
Wnt bcat act	x	x	x	x	x	x
phage Ecoli inh	x	x	x	x	x	x
Ecoli viability	0.2	0.3	2.0	-0.5	1.0	-0.7

#43 CC1CCc2sc(C(=O)N=Nc3c(O)[nH]c4ccccc34)cc2C1 (stereo unspecified)
#44 O=C(NC(=S)Nc1cc(S(=O)(=O)N2CCOCC2)ccc1N1CCOCC1)C1CCCC1
#45 CC[N+](C)(CC)CCC[n+]1c(-c2ccccc2)c2cc(N)ccc2c2ccc(N)cc21
#46 COc1cc(/C=N\Nc2ccc([N+](=O)[O-])cn2)ccc1OCC(=O)O
#47 Cc1ccc(S(=O)(=O)n2c3ccc(F)cc3c3nc(C)sc32)cc1
#48 C=CCn1c(SCC(=O)OC)nc2sc3c(c2c1=O)CCN(C)C3

Compound	43	44	45	46	47	48
DAGLB inh	x	x	x	x	x	x
AddAB inh	2.4	-1.9	1.3	5.0	0.0	-0.9
Wnt bcat act	x	x	x	x	x	x
phage Ecoli inh	x	x	x	x	x	x
Ecoli viability	-1.6	-0.9	0.8	4.1	-1.8	1.3

#49 CCCC[C@@H]1CNC(=O)C(=O)N1CCc1cccc2ccccc12
#50 COc1ccc(OC)c(Nc2nc(N)nc(CSc3nnc(-c4ccncc4)o3)n2)c1
#51 COc1ccc(/C=C(\C#N)C(=O)OCC(=O)NCc2ccc(Cl)cc2)cc1
#52 OCCNc1ncnc2c1nnn2Cc1ccccc1Cl
#53 CSCCC(C)N1CCC(Oc2ccc(C(=O)NCc3ccccn3)cc2)CC1 (stereo unspecified)
#54 COc1ccc(-c2cc(C(F)(F)F)n3nc(C(N)=O)cc3n2)cc1

Compound	49	50	51	52	53	54
DAGLB inh	x	x	x	-1.3	-0.1	1.5
AddAB inh	-0.3	1.6	0.0	x	x	x
Wnt bcat act	x	x	x	x	x	x
phage Ecoli inh	x	x	x	2.2	3.7	3.4
Ecoli viability	-1.9	-1.4	0.4	x	x	x

#55 COc1cccc(COC(=O)C(Cc2ccccc2)NC(=O)c2ccco2)c1 (stereo unspecified)
#56 CCOC(=O)NC(=S)Nc1cccc(C)n1
#57 Cc1ccn2c(-c3csc(Nc4ccc(C(=O)O)cc4)n3)c(C)nc2c1
#58 NS(=O)(=O)c1ccc(CCNC(=O)c2cccc(S(=O)(=O)N3CCc4ccccc43)c2)cc1
#59 COc1ccc(S(=O)(=O)N2CCCOC2CNC(=O)C(=O)NCc2ccccc2C)cc1 (stereo unspecified)
#60 COc1cc2ccccc2cc1C(=O)N/N=C/c1cccs1

Compound	55	56	57	58	59	60
DAGLB inh	-0.8	1.4	-3.4	-1.2	-3.3	-4.2
AddAB inh	x	x	x	x	x	x
Wnt bcat act	x	x	x	x	x	x
phage Ecoli inh	2.6	4.9	-0.5	2.8	1.8	3.6
Ecoli viability	x	x	x	x	x	x

An excerpt of these results, bar-delimited.
nr | Compound | DAGLB inh | AddAB inh | Wnt bcat act | phage Ecoli inh | Ecoli viability
55 | COc1cccc(COC(=O)C(Cc2ccccc2)NC(=O)c2ccco2)c1 (stereo unspecified) | -0.8 | x | x | 2.6 | x
56 | CCOC(=O)NC(=S)Nc1cccc(C)n1 | 1.4 | x | x | 4.9 | x

Next results
#61 O=C(COn1nnc2ccc(S(=O)(=O)N3CCOCC3)cc21)NCc1cccc(Cl)c1
#62 CCn1c(SCC(=O)NC2CC2)nc2ccccc21
#63 CC(=O)Nc1ccc(N2CCOCC2)c(S(=O)(=O)Nc2ccccc2Cl)c1
#64 Cc1ccc(S(=O)(=O)Nc2ccccn2)c(C)c1
#65 CC(C)CN(C(=O)CSc1nnc(-c2cccs2)n1C1CC1)C1CCS(=O)(=O)C1 (stereo unspecified)
#66 COc1ccccc1CCC(=O)Nc1ccc(S(=O)(=O)Nc2ncccn2)cc1

Compound	61	62	63	64	65	66
DAGLB inh	0.8	-0.9	-0.1	-0.4	1.8	1.2
AddAB inh	x	x	x	x	x	x
Wnt bcat act	x	x	x	x	x	x
phage Ecoli inh	3.8	4.3	1.4	2.3	4.3	1.2
Ecoli viability	x	x	x	x	x	x

#67 Cc1ccc(O)c(Cc2cc(C)cc(Cc3cc(C)ccc3O)c2O)c1
#68 O=C(c1ccc2c(c1)OCCO2)N1CCN(c2ccc(C(F)(F)F)cn2)CC1
#69 COc1ccc(C)cc1Nc1ncnc2c1nnn2Cc1ccccc1Cl
#70 Cc1ccc(NC(=O)c2cc(S(=O)(=O)N3CCCCC3)ccc2N2CCOCC2)c(C)c1
#71 CCOc1ccc2nc(NC(=O)c3cccc(N4C(=O)CCC4=O)c3)sc2c1
#72 COc1ccc(S(=O)(=O)N2CCN(CC(=O)N3CCNC3=O)CC2)cc1OC

Compound	67	68	69	70	71	72
DAGLB inh	-1.7	-4.7	-9.8	-1.7	1.4	0.9
AddAB inh	x	x	x	x	x	x
Wnt bcat act	x	x	x	x	x	x
phage Ecoli inh	3.4	2.3	3.2	-1.1	3.1	6.0
Ecoli viability	x	x	x	x	x	x

#73 O=C(NCc1nnnn1-c1ccc(Cl)cc1)c1ccc([N+](=O)[O-])o1
#74 CC(=O)c1sc(NC(=O)CCS(=O)(=O)c2ccc(F)cc2)nc1C
#75 c1ccc2c(c1)nc(N1CCCCCC1)c1nncn12
#76 COc1ccc(/C=C2/SC(=O)N(CCNC(=O)C3CC(=O)N(Cc4ccccc4)C3)C2=O)cc1 (stereo unspecified)
#77 NC(Cc1ccc(F)cc1)c1csc(Nc2nccc(C(F)(F)F)n2)n1 (stereo unspecified)
#78 COc1ncc(-c2ccc(N3C(c4ccsc4)=Cc4ccccc4C3CC(C)=O)cc2)cn1 (stereo unspecified)
#79 COc1cccc(C(=O)N2CCC[C@@H]2C(=O)N2CCC[C@@H]2C(=O)NCc2ccccc2)c1
#80 O=C(NCCc1cccs1)Nc1ccc2nc([C@@H]3O[C@H](CO)[C@@H](O)[C@H]3O)[nH]c2c1

Compound	73	74	75	76	77	78	79	80
DAGLB inh	-1.8	-1.3	-0.7	-1.3	x	x	x	x
AddAB inh	x	x	x	x	x	x	x	x
Wnt bcat act	x	x	x	x	5.2	6.4	-1.6	0.6
phage Ecoli inh	2.4	6.0	3.7	5.2	2.8	4.5	2.4	2.9
Ecoli viability	x	x	x	x	x	x	x	x

This is a subset. The share of hits here may be higher or lower than overall.
